FXIa inh 1536: blocks human coagulation factor XIa protease activity; purified FXIa, Boc-Glu-Ala-Arg-AMC fluorogenic substrate; P03951; 0.14% of 220,000 active; inhibition, % at 5 µM;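 active means inhibition of at least 40%; inactive means inhibition below 40%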;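 further: fluorescence of freed AMC excited at 355 nm; 0% = enzyme without compound and 100% = no enzyme blank; many of its hits are not listed in these tables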
KLK5 inh: inhibitors of human kallikrein 5 | recombinant hK5, fluorogenic AMC substrate cleavage | inhibition, % at 5 µM | 0.59% of 210,000 active | AID 873;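 active means inhibition of 40% or more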;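 further: 0% = enzyme controls without compound and 100% = no-enzyme blanks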
Target sequence (Q9Y337 67-293 limits assumed): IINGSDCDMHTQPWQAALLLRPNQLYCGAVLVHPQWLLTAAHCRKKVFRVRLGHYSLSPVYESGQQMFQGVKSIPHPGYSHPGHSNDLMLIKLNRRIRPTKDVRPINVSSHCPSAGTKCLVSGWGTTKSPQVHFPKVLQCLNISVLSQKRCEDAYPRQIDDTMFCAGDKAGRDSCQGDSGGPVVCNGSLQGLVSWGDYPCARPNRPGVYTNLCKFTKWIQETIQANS
Runt-CBFb FRET: blocks binding of human RUNX1 Runt domain to CBFb | Cerulean-Runt/Venus-CBFb FRET ratio 530/480, 1 h | Q01196+Q13951 | 0.46% of 220,000 active | AID 1496 | inhibition, % at 20 µM;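 active means inhibition over about 50% at 20 µM in the single-dose screen, limit read from the data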;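 further: 0% = DMSO wells and 100% = excess unlabeled CBFb competitor control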
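Assay system: Cerulean-tagged RUNX1 Runt domain (FRET donor) fusion protein / Amount: 100 nM each of Venus-CBFb and Cerulean-Runt domain / Medium: Tris buffer pH 7.5 with salts and BSA / Also added: Venus-CBFb 100 nM / Schedule: 1 h complex formation plus 1 h compound treatment, room temperature / Signal: FRET fluorescence / Read-out: loss of energy transfer signal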
Hck Nef HTS: blocks Nef-activated human Hck kinase. AID 463187. P08631. Recombinant Hck-YEEI plus Nef, Z-Lyte FRET kinase assay. 0.68% of 220,000 active. inhibition, % at 20 µM;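 active means Hck-Nef kinase inhibition above about 50%, limit read from the data; inactive means inhibition below that limit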;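 further: 0% = DMSO with Hck plus Nef and 100% = Hck alone without Nef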
Runt-SMMHC FRET: inhibitors of human RUNX1 Runt domain binding to CBFb-SMMHC | inhibition, % at 20 µM | Cerulean-Runt/Venus-CBFb-SMMHC FRET ratio 530/480, 1 h | Q01196+Q13951 | 0.74% of 220,000 active;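 active means mean inhibition across duplicate retests at 20 µM reaching about 50%, limit read from the data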;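 further: 0% = DMSO wells and 100% = wells with excess untagged CBFb-SMMHC; inhibitors lower the FRET ratio by blocking Runt binding to CBFb-SMMHC; some results filed as inactive read as strong as hits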
14-3-3 Bad PPI: disrupts binding of bovine 14-3-3 zeta to phospho-Bad peptide; TR-FRET 14-3-3zeta/Dy647-pBad peptide displacement, 1 h; inhibition, % at 21.7 µM; 0.71% of 220,000 active;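 active means inhibition above about 70%, limit read from the data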;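 further: 0% = full 14-3-3 plus peptide FRET controls and 100% = background without 14-3-3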
FXIIa inh 1536: blocks human coagulation factor XIIa protease activity. purified FXIIa, Boc-QGR-AMC fluorogenic substrate, 2 h. inhibition, % at 5 µM. 0.3% of 220,000 active; in the data active means inhibition above about 40%;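 further: 0% = enzyme with no compound and 100% = blank without enzyme; many of its hits are not listed in these tables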
Target sequence (P00748 20-372 limits assumed): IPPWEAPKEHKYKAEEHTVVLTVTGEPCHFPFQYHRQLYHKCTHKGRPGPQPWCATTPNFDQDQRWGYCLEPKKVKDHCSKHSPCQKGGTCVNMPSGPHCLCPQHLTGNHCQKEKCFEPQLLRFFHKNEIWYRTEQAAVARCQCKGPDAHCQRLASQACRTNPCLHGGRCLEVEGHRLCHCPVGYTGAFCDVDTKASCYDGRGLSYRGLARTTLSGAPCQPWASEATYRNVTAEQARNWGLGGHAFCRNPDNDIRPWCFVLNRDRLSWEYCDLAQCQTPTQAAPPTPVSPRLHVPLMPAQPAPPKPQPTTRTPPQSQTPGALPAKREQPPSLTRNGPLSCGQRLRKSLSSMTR
Target sequence (P00748 373-615 limits assumed): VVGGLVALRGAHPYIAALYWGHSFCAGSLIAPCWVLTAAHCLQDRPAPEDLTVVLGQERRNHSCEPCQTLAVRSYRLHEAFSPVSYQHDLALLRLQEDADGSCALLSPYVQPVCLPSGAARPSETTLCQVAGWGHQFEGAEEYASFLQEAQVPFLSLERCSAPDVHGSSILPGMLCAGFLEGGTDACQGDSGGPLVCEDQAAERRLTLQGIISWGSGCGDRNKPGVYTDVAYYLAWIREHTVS
Thrombin inh: blocks human thrombin protease activity. inhibition, % at 5 µM. alpha-thrombin, Boc-VPR-AMC fluorogenic substrate cleavage. AID 1046. 0.26% of 220,000 active;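 active means inhibition at or above 40%; inactive means inhibition below 40%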;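 further: 0% = enzyme with no compound and 100% = wells without enzyme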
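signal = AMC fluorescence, 355/460 nm | material = human alpha-thrombin enzyme | control set = enzyme without compound as high, wells lacking enzyme as low | times = reaction at room temperature | read-out basis = percent inhibition scaled between no-compound controls and no-enzyme blanks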
Wee1 stabilizer: human Wee1 degradation inhibition, primary screen; P30291; HeLa Luc-Wee1K328M stability, luciferase luminescence; 100% = proteasome inhibitor MG132 effect; reporter increase, % at 5 µM; 1.2% of 220,000 active; AID 1321;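 active means activation above the mean of all tested compounds plus 3 SD, set per screening run, cut at about 8.8% in these data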;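 further: cells exposed to compound for 20 h before luminescence read; 0% = DMSO alone and 100% = MG132 at 30 µM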
The depositor's hits bear a star; / = no result given; [ ] = remark or other dose.

Keys: A = FXIa inh 1536; B = KLK5 inh; C = Runt-CBFb FRET; D = Hck Nef HTS; E = Runt-SMMHC FRET; F = 14-3-3 Bad PPI; G = FXIIa inh 1536; H = Thrombin inh; I = Wee1 stabilizer
Cc1c(NC(=O)C(C)OC(=O)C23CC4CC(CC(Br)(C4)C2)C3)c(=O)n(-c2ccccc2)n1C (stereo not given)
  A = -4; B = 1; C = 0; D = -3; E = 3; F = -3; G = 6; H = -3; I = -3

CCCN1C(=O)C2(SC(NC(C)=O)=NN2C(C)=O)c2cc(C)cc(C)c21 (stereo not given)
  A = -3; B = -5; C = 2; D = 13; E = -6; F = -2; G = -3; H = -16; I = -1

CCOc1cc(/C=N/n2cnnc2)ccc1OCC(=O)Nc1ccccc1OC
  A = -3; B = 0; C = -2; D = 1; E = 0; F = 4; G = -8; H = 0; I = -2

CC1CCC(NC(=O)C2CCC(CNc3c(N4CCCCC4)c(=O)c3=O)CC2)CC1 (stereo not given)
  A = 1; B = 3; C = 0; D = 14; E = -13; F = -3; G = 9; H = -1; I = -1

Nc1ccccc1Nc1ccncc1[N+](=O)[O-]
  A = -3; B = -2; C = -1; D = 0; E = -2; F = -3; G = -11; H = -8; I = 3

O=C(Nc1cc(=O)[nH]c2nc(-c3ccccc3)nn12)c1ccc(Cl)cc1
  A = 2; B = 0; C = -1; D = 16; E = 1; F = 2; G = 12; H = 2; I = 2

CCn1c(COc2ccc3c(c2)CCCC3)nnc1SCC(=O)Nc1ccc(C(=O)OC)cc1
  A = 7; B = -5; C = 3; D = 3; E = 2; F = -4; G = 18; H = -5; I = 4

CCc1ccc(NC(=O)CSc2nc3ccccc3c(=O)n2CCN2CCOCC2)cc1
  A = 8; B = -8; C = 1; D = 1; E = -4; F = 8; G = 14; H = 1; I = 0

CC(=O)Oc1ccc(C)cc1-n1nc2ccccc2n1
  A = -3; B = -5; C = 0; D = 2; E = 3; F = 1[fluorescence artefact?]; G = 3; H = -3; I = 1

Cc1cccc(NS(=O)(=O)c2cc(OCC(N)=O)c(C)cc2Cl)c1
  A = -1; B = -2; C = -1; D = 4; E = 2; F = -11; G = 4; H = -4; I = -2

COc1ccc(CCC(=O)N2CCCSC2=Nc2ccc(C(C)=O)cc2)cc1
  A = 7; B = -8; C = 0; D = 2; E = -3; F = 1; G = 15; H = -12; I = 2

CC1CCCN(CCCCOc2cccc(Br)c2)C1 (stereo not given)
  A = -3; B = -20; C = -2; D = 3; E = 3; F = -2; G = -1; H = -12; I = 8

O=C(NC1CCCCC1)NC1CC2CCC(C1)N2C(=O)NC1CCCCC1 (stereo not given)
  A = -15; B = -11; C = -1; D = 1; E = 3; F = 0; G = -5; H = -3; I = 15*

COc1ccccc1N(Cc1ccccc1)S(=O)(=O)c1cc(C(=O)O)ccc1Cl
  A = -1; B = 1; C = -3; D = 1; E = -2; F = -17; G = 10; H = -3; I = -3

O=C(OCc1ccc(F)cc1)c1ccc2c(c1)-c1ccccc1C2=O
  A = -1; B = 12; C = -4; D = 1; E = -8; F = -4; G = 11; H = -2; I = 1

CC12CCC(C(=O)N(c3cccc(Cl)c3)C1=O)C2(C)C (stereo not given)
  A = 15; B = -6; C = 0; D = -2; E = 1; F = 4; G = 9; H = 3; I = -4

CC(C)(C)OC(=O)Cn1c(=O)cnc2ccccc21
  A = -8; B = -20; C = -1; D = 15; E = -2; F = 3; G = -5; H = -7; I = -1

CCCn1c(N)c(C(=O)NS(=O)(=O)c2ccc(C)cc2)c(=O)n(C)c1=O
  A = -3; B = 1; C = -1; D = 22; E = 3; F = -11; G = 3; H = -11; I = 0

Cc1ccc(NC(=O)N(Cc2cc3cc(C)cc(C)c3[nH]c2=O)CC2COCCO2)cc1 (stereo not given)
  A = -10; B = 9; C = -4; D = 6; E = -1; F = 1; G = -10; H = 10; I = -1

CC[N+]1(CC(O)COC2CC(C)CC(C)(C)C2)CCOCC1 (stereo not given)
  A = 2; B = 6; C = -8; D = 15; E = 4; F = 9; G = 11; H = 4; I = -1

CCN(c1ccccc1)S(=O)(=O)c1ccc(Cl)c(NC(=O)CSc2nncn2C)c1
  A = 9; B = -2; C = 2; D = 4; E = -4; F = -1; G = 9; H = 8; I = -2

Cc1ccsc1/C=N/n1cnnc1
  A = -2; B = -3; C = -2; D = 24; E = -1; F = 0; G = 7; H = -12; I = 2

CCc1ccc(N2C(=O)c3sc4nnc(C)c(=O)n4c3C2=O)cc1
  A = 16; B = -3; C = 0; D = 0; E = 0; F = 3; G = 25; H = -7; I = -4

CCc1nc(N2CCN(C(C)=O)CC2)c(C#N)c2c1COC(C)(C)C2
  A = -3; B = -1; C = 2; D = 10; E = -7; F = -1; G = 0; H = -2; I = 0

C[C@@H]1CC[C@]2(O[C@@H](CCO)C[C@@H](O)[C@@H]2O)O1
  A = 1; B = 0; C = 1; D = 29; E = 1; F = -10; G = 7; H = 0; I = /

COC(=O)c1cc(C#N)c(OC(C)C)nc1C
  A = -3; B = -1; C = -1; D = 25; E = -1; F = -1; G = 7; H = -2; I = -3

COc1cc(/C=C/C(=O)OCC(=O)NC(=O)NCc2ccccc2)ccc1OCC#N
  A = 1; B = -5; C = -2; D = 7; E = 0; F = 22; G = 10; H = -1; I = 2

COCC(C)Nc1nc(C)c(C(C)=O)s1 (stereo not given)
  A = 10; B = 3; C = 2; D = 4; E = 3; F = -1; G = 17; H = 3; I = 0

COc1ccccc1Nc1nc2c(C)cccc2cc1C#N
  A = 4; B = -20; C = -2; D = -1; E = -31; F = -14; G = 17; H = 1; I = -1

COc1ccc(N2CC(C)Cn3c2nc2c3c(=O)n(Cc3ccc(C)cc3)c(=O)n2C)c(OC)c1 (stereo not given)
  A = -6; B = -1; C = -4; D = 16; E = -1; F = -15; G = 2; H = -16; I = -2

Next part (three carried over from the part before).
Keys: A = FXIa inh 1536; B = KLK5 inh; C = Runt-CBFb FRET; D = Hck Nef HTS; E = Runt-SMMHC FRET; F = 14-3-3 Bad PPI; G = FXIIa inh 1536; H = Thrombin inh; I = Wee1 stabilizer
COCC(C)Nc1nc(C)c(C(C)=O)s1 (stereo not given)
  A = 10; B = 3; C = 2; D = 4; E = 3; F = -1; G = 17; H = 3; I = 0

COc1ccccc1Nc1nc2c(C)cccc2cc1C#N
  A = 4; B = -20; C = -2; D = -1; E = -31; F = -14; G = 17; H = 1; I = -1

COc1ccc(N2CC(C)Cn3c2nc2c3c(=O)n(Cc3ccc(C)cc3)c(=O)n2C)c(OC)c1 (stereo not given)
  A = -6; B = -1; C = -4; D = 16; E = -1; F = -15; G = 2; H = -16; I = -2

Cc1cccc(C)c1NC(=O)CSCC(=O)O
  A = 5; B = -9; C = -1; D = -2; E = 3; F = -11; G = 12; H = 1; I = -4

CCCCOC(=O)C1CCCC(C)N1 (stereo not given)
  A = 3; B = 2; C = 1; D = -18; E = -2; F = 62[fluorescence artefact?]; G = 13; H = 5; I = 0

O=C(Nc1cc(C(F)(F)F)ccc1N1CCOCC1)c1cccnc1
  A = -6; B = 1; C = -1; D = 5; E = -6; F = 3; G = -14; H = -5; I = -1

O=C(NNC(=O)c1ccc(F)cc1F)c1ccc2c(c1)OCO2
  A = 0; B = -4; C = -1; D = 16; E = 1; F = -11; G = 2; H = -5; I = 0

C(=N/Nc1nccs1)/c1cccnc1
  A = -5; B = -19; C = 11; D = 19; E = 0; F = -15; G = 6; H = 0; I = 5

CN1CCN(c2ccc(NC(=O)COc3ccccc3[N+](=O)[O-])cc2)CC1
  A = 30; B = 15; C = 0; D = -5; E = -4; F = -4; G = 24; H = 15; I = 3

COc1ccc(C2=NOC(C(=O)NCCN3CCOCC3)C2)cc1 (stereo not given)
  A = 1; B = -12; C = 0; D = 1; E = -4; F = 7; G = 22; H = -2; I = 1

CCN(Cc1ccncc1)C(=O)C1CCN(S(=O)(=O)c2cccs2)CC1
  A = 3; B = 0; C = 0; D = -1; E = -3; F = 57[fluorescence artefact?]; G = 17; H = 6; I = -1

O=C(Nc1ccc2c(c1)OCO2)c1cccs1
  A = -2; B = 3; C = 0; D = -5; E = -2; F = -7; G = 9; H = -5; I = 0

Cc1ccc(SC(C)C(=O)N2CCC(C(N)=O)CC2)cc1 (stereo not given)
  A = -5; B = -3; C = 0; D = 11; E = 4; F = -8; G = 3; H = -9; I = -1

CCCC(=O)Nc1ccc(C(=O)NNC(=S)NC(=O)c2ccc(Br)o2)cc1
  A = -4; B = -13; C = 9; D = -2; E = 3; F = -19; G = /; H = -4; I = 0

CCOC(=O)N1CCC(NC(=O)c2ccc3c(c2)N(C)CCS3)CC1
  A = -14; B = 4; C = 67*; D = 0; E = /; F = -2; G = -10; H = -14; I = 1

COc1ccc2nc(/N=C/c3c(C)[nH]n(-c4ccc(C)cc4C)c3=O)sc2c1
  A = 17; B = -1; C = 3; D = 2; E = 4; F = 14[fluorescence artefact?]; G = 21; H = -4; I = 1

CCOC(=O)c1ccc(CNC(=O)CSc2nnnn2-c2ccc(Cl)cc2)o1
  A = 2; B = -20; C = -2; D = -1; E = -3; F = -4; G = 12; H = 5; I = 5

COC(=O)c1ccc(OC)cc1OCC(=O)N1CCN(c2ccc(F)cc2)CC1
  A = -3; B = 3; C = 0; D = 0; E = 2; F = -10; G = 0; H = -4; I = -1

Cc1ccc(CN2CCNC(=O)C2CC(=O)NCCCn2cccn2)o1 (stereo not given)
  A = -2; B = 4; C = 1; D = 17; E = 1; F = -9; G = 9; H = -8; I = -1

O=C(c1ccc(CS(=O)(=O)c2ccc(Br)cc2)o1)N1CCCCCC1
  A = -6; B = -2; C = 3; D = 1; E = -1; F = 7; G = 3; H = -6; I = -1

Oc1oc(-c2ccccc2)nc1/C=N/c1nccs1
  A = 7; B = 7; C = -2; D = 1; E = -7; F = -1; G = 9; H = 1; I = -1

COc1ccc(OC)c(NC(=S)N2CCN(c3ccccn3)CC2)c1
  A = -5; B = -6; C = -3; D = 2; E = 0; F = -5; G = 2; H = -3; I = 1

Cc1[nH]nc(-c2ccc(OCc3cnn(-c4ccccc4)c3)c(C)c2O)c1Oc1ccccc1
  A = 6; B = -1; C = -1; D = -1; E = 3; F = -11; G = 14; H = 2; I = -1

CC(C)c1ccc(N=C2N=C(N)c3ccccc32)cc1
  A = 4; B = -1; C = -2; D = 18; E = 0; F = -2; G = 8; H = 5; I = -2
